Mtb RmlCD inh = inhibitors of Mycobacterium tuberculosis RmlC and RmlD coupled enzymes. P9WH09+P9WH11. RmlC+RmlD coupled enzyme assay, percent inhibition; primary screen in compound mixtures. inhibition, % at 3.6 µM. actives 0.03% (n = 160,000). AID 1533; in the data active = inhibition mostly above about 34%, no sharp cut-off; inconclusive = no clear call, values can overlap the other calls; inactive = mostly below about 22%; note: some results filed as inactive read as strong as hits
Target sequence (P9WH09 whole entry, looked up): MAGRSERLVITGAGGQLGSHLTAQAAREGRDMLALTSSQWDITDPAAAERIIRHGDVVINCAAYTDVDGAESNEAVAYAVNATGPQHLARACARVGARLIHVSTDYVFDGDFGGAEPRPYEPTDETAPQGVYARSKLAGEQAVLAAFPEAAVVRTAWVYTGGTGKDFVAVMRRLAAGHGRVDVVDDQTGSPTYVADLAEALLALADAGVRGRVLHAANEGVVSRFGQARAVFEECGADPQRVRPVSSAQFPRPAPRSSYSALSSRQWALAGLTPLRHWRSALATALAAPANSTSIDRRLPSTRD
Target sequence (P9WH11 whole entry, looked up): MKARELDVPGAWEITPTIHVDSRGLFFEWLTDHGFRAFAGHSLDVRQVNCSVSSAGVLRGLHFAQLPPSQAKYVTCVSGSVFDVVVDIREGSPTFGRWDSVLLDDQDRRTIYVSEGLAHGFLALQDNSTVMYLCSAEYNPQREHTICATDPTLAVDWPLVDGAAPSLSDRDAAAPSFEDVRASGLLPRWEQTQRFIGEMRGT
M. tuberculosis GlmU = inhibition of mycobacterial GlmU enzyme – biochemical, glucosamine-1-phosphate acetyltransferase (AID 1376); one-dose inhibition, %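 (tested at 30 µM in the primary screen)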; IC50 in µM for titrated hits; actives 0.25% (n = 220,000); M. tuberculosis GlmU acetyltransferase enzyme assay; higher % means a stronger effect; in the data active = inhibition above about 13%; inconclusive = no clear call, values can overlap the other calls;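 note: 0% = complete reaction with vehicle and 100% = reaction without substrate; strong numbers were not always called active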
Numbers without * were called inactive; ? = inconclusive; nt = not tested or not shown; & = joins results of further samples.

SMILES	Mtb RmlCD inh	M. tuberculosis GlmU
CC(NC(=O)c1ccc(N(C)C)cc1)C1CC2CCC1C2 (stereo unspecified)	-2	nt
CCOc1ccccc1NC(=O)c1cccc2c1C(=O)N(CCOC)C2	nt	9.6%
Cc1cc(=O)[nH]c(=S)n1-c1ccccc1	3	-6.8%
COC(=O)C(NC(=O)c1ccccc1)(Nc1nc(C)cs1)C(F)(F)F (stereo unspecified)	11	1.4%
C=CCn1c(SCC(=O)NC2CCCCC2)nnc1-c1sc(N)nc1C	7	2.3%
Cc1ccc(N/N=C(\C#N)C(=N)N2CCCCC2)cc1	10	0.1%
S=C(Nc1cccc(Cl)c1)N1CCN(Cc2ccccc2)CC1	nt	-1.7%
N#CC1=C(N)n2c(s/c(=C\c3cccs3)c2=O)=C(C#N)C1c1cccs1 (stereo unspecified)	?	10%
CN(C)CCCN1c2ccccc2Sc2ccc(C(F)(F)F)cc21	nt	-16%
O=C(Nc1ccc(-c2nc3ccccc3o2)c(O)c1)c1cc(-n2cnnc2)ccc1Cl	21	-4.0%
O=c1c2c3nc4ccccc4nc3n(/N=C/c3ccccn3)c2ncn1-c1ccccc1	-13	-3.9%
N#CC1=C(N)Oc2cc(N)ccc2C1C1CCCCC1 (stereo unspecified)	18	0.7%
CCOC(=O)C(C)n1nc(-c2ccccc2)c2ccccc2c1=O (stereo unspecified)	-8	-10%
CC(=O)NC1(c2nnnn2CCOC(=O)Nc2ccc(Cl)cc2)CCCC1	6	-3.0%
O=C(Cn1c(=O)n(Cc2ccco2)c(=O)c2cc(Cl)ccc21)NCC1CCCO1 (stereo unspecified)	4	2.8%
Cc1c(N=C2SCC(=O)N2/N=C\c2ccc(Br)cc2)c(=O)n(-c2ccccc2)n1C	-6	-3.1%
CCCCC(=O)Nc1cc(C)c2c(=O)oc3ccccc3c2n1	nt	4.8%
CC(=O)Nc1ccc(C(=O)OCC(=O)Nc2ccccc2Sc2ccccc2)cc1	5	-6.7%
CC1(C)CC(=O)C(C=NC(CCC(N)=O)C(=O)O)=C(O)C1 (stereo unspecified)	-26	2.2%
CCS(=O)(=O)Nc1cccc(-c2nc3cccnc3s2)c1	11	14%*
C/C(=N/Nc1nc(-c2ccccc2)cc(-c2ccccc2)n1)c1ccc(N)cc1	-9	0.9%
O=C(CSc1ccc2ccccc2c1)Nc1nc2ccccc2[nH]1	-2	0.1%
CCOC(=O)C1C(=O)NC(SCC(N)=O)=C(C#N)C1c1ccccc1OCC (stereo unspecified)	10	6.0%
CN1/C(=C\C=C2\N=C(c3ccc(F)cc3)OC2=O)C(C)(C)c2ccccc21	12	-0.3%
Cc1ccc(NCc2nnc(SCC(=O)NCc3ccco3)n2CC2CCCO2)c(C)c1 (stereo unspecified)	5	4.9%

(continued)
SMILES	Mtb RmlCD inh	M. tuberculosis GlmU
O=C(c1ccc(OCC2CCCO2)cc1)N1CCN(c2ccccc2)CC1 (stereo unspecified)	3	1.6%
Cn1ccc(C(=O)N/N=C/c2ccccc2[N+](=O)[O-])n1	7	1.1%
Cc1cccc(C)c1NC(=O)Cn1nc(-c2ccccc2)nc1-c1ccccc1	4	-1.8%
Brc1cccc(CNc2nc3ccccc3n2CCN2CCOCC2)c1	7	-4.4%
CC1CCN(C(=O)/C=C/c2ccc(C(C)(C)C)cc2)CC1	nt	1.2%
Cc1nnc(SCC(=O)Nc2ccc(Cl)cn2)[nH]c1=O	nt	-1.6%
Cc1nc(C(C)(C)O)n(-c2ccccc2)n1	-5	0.5%
COc1cc(CC(=O)OCC(=O)Nc2cc([N+](=O)[O-])ccc2Cl)cc(OC)c1OC	-7	-0.9%
CC(C)N1CCc2c(sc(NC(=O)CCc3ccccc3)c2C(N)=O)C1	29	-5.4%
O=c1cc(N2CCCCC2)c(-c2ccccc2)nn1Cc1ccc(F)cc1	nt	1.2%
Cc1cccc(NC(=O)C23CCC(C)(C2Br)C3(C)C)c1 (stereo unspecified)	nt	0.2%
COc1ccc(C(=O)C2CCCN(Cc3ccc4nonc4c3)C2)cc1OC (stereo unspecified)	-12	-4.5%
CCN(CC)CCNC(=O)c1c(C)n(-c2ccccc2)c2cc(Br)c(OC)cc12	nt	-17%
Nc1nc2ccc(OC(F)(F)F)cc2s1	-4	0.3%&-2.3%
O=C(Nc1cccc(F)c1)NC1CC2CCCC(C1)N2C1CC1 (stereo unspecified)	-3	-3.9%
Cc1cc2n(c1)CCn1c(C)ccc1-2	3	-0.6%
CCC(C(=O)Nc1cc(C)nn1-c1nc(C)cc(C)n1)c1ccccc1 (stereo unspecified)	23	114%
Cc1cccc(C2CC(c3ccccc3)Nc3ncnn32)c1 (stereo unspecified)	7	7.2%
COc1ccc(C(C(=O)NC2CCCC2)N(C(=O)c2snc(-c3ccc(F)cc3)c2N)c2ccccc2)cc1 (stereo unspecified)	nt	4.0%
CC(=O)C1C(c2cccc(Oc3ccccc3)c2)NC(=O)NC1(O)C(F)(F)F (stereo unspecified)	9	nt
O=C(Cn1nnc(-c2ccccc2NC(=O)C2CC2)n1)NC1CCCCC1	3	-0.5%
Cc1ccc2cc(/C=C(\C#N)C(N)=O)c(N3CCCCC3)nc2c1	-2	-3.4%
CN(Cc1ccccc1)CC(O)COc1ccc(CNCCc2ccncc2)cc1 (stereo unspecified)	-7	-7.8%
FC(F)(F)c1ccccc1NC(=S)NC1CCN(Cc2ccccc2)CC1	nt	0.6%
CC1Cc2ccccc2N1S(=O)(=O)c1cnc(Cl)c(Cl)c1 (stereo unspecified)	-11	2.3%

Other structures:
SMILES	Mtb RmlCD inh	M. tuberculosis GlmU
O=C(O)CSCC(=O)Nc1ccc(C(=O)O)cc1	nt	0.9%
CC(/C=C/c1ccco1)=N\NC(=O)c1cccnc1	8	-0.4%
CCN(C(=O)Cc1nc(N)n[nH]1)C1(C(=O)Nc2ccccc2)CCCCC1	nt	-0.8%
C=CCc1ccc(OCC(O)CN2CCN(Cc3ccccc3)CC2)c(OC)c1 (stereo unspecified)	3	5.0%
Cc1ccc(S(=O)(=O)N/N=C/c2c(F)cccc2Cl)cc1	nt	1.9%
CCC1CCCCN1C(=O)C1CC(c2cc(Cl)c(OC)cc2OC)=NO1 (stereo unspecified)	5	-3.8%
C/C(=N\NC(=O)c1cccc(N/N=C(\C)c2ccco2)c1)c1ccco1	-1	-2.2%
COc1ccc(/C=C/C(=O)NCCSCc2ccco2)cc1	-2	4.5%
CCCCN(C)CCCNC(=O)Cn1c(=O)sc2ccccc21	nt	0.1%
CN1C(=O)C(=Cc2cccnc2)C(=O)N(C)C1=O	4	-1.2%
O=C(c1cccn2c(=O)c3ccc(Cl)cc3nc12)N1CCN(Cc2ccc3c(c2)OCO3)CC1	-12	0.2%
O=S(=O)(c1ccc(Cl)cc1)N1CCN=C1SCc1cccc(Cl)c1	-2	-1.6%
CCOC(=O)c1cc2sc(C)cc2n1CC(=O)N1CCOCC1	6	-4.5%
CCOC(=O)/C=C/C(=O)OCC(=O)Nc1ccc(Cl)cn1	-4	-1.9%
Nc1cccc2c1C(=O)N(C(=O)c1cccc(S(=O)(=O)N3CCCC3)c1)C2=O	1	-2.1%
CCc1ccc(NC(=O)c2cnc3scc(C)n3c2=O)cc1	-8	0.5%
Cc1nc(N2CCN(c3ccccc3)CC2)[nH]c(=O)c1CCC(C)C	-8	-2.3%
O=C(N/N=C/c1cccnc1)c1cccc(S(=O)(=O)N2CCCC2)c1	3	-0.4%
COc1cccc(-n2nnnc2SCC(=O)Nc2cccc(C)n2)c1	nt	3.6%
Cc1nc(N)sc1-c1nnc(SCC(=O)Nc2ccccc2C(F)(F)F)n1C	nt	1.0%
Cc1ccc(N2C(=O)C3NN=C(C(=O)OCc4ccccc4)C3C2=O)cc1 (stereo unspecified)	4	7.9%
O=C(NCCS(=O)CCNC(=O)C(F)(F)F)C(F)(F)F	nt	1.7%
COc1ccc(-c2cc(C(=O)Nc3c(C)n(C)n(-c4ccccc4)c3=O)no2)cc1OC	5	-3.5%
O=C(Cc1ccccc1)NCC(=O)N/N=C/c1cccnc1	-4	0.1%
O=C(c1ccc(Cl)cc1)C12CN3CN(CN(C3)C1)C2	8	6.9%

Additional records.
SMILES	Mtb RmlCD inh	M. tuberculosis GlmU
O=C(c1ccc(-c2ccccc2)cc1)c1ccc([N+](=O)[O-])cc1	9	2.6%
O=C1CC(c2ccc(S(=O)(=O)NCc3ccncc3)cc2)CN1 (stereo unspecified)	-3	1.5%
O=C(NCC(c1cccnc1)N1CCN(c2ccccc2F)CC1)C1CCCCC1 (stereo unspecified)	-2	-3.0%
O=C(Cc1ccccc1)N1CCN(S(=O)(=O)c2cccc([N+](=O)[O-])c2)CC1	nt	2.5%
O=c1c2ccccc2nc2n1C(CBr)CS2 (stereo unspecified)	-8	-4.8%
Cc1cc(NC(=O)CN2C(=O)NC3(CCCCCC3)C2=O)no1	nt	-2.7%
CCCCn1c(NC(=O)c2ccc(Br)o2)c(C(=O)OCC)c2nc3ccccc3nc21	nt	1.6%
Cn1nnc2cc(C(=O)NCCC3=CCCCC3)ccc21	-6	0.2%
CN1CCN(c2nc(-c3ccccc3)ncc2S(=O)(=O)c2ccccc2)CC1	-6	-12%
CCC(=O)Nc1ccccc1Sc1ncnc2scc(-c3ccccc3)c12	-11	2.3%
CC(C)(C)c1nc2c(Br)cc(Br)cc2c(=O)o1	nt	4.5%
CCOc1ccc(N=Nc2c(=O)[nH]n3c(=O)cc(C)[nH]c23)cc1	9	17%*
CCC(C)NC(=O)c1nc2c(nnn2Cc2ccccc2Cl)c(=O)[nH]1 (stereo unspecified)	-10	2.1%
CCCNC(=O)c1c[nH]c2ccc(S(=O)(=O)N(C)c3ccc(OCC)cc3)cc2c1=O	1	-1.0%
CCCN(CCC)CCCNC(=O)CC1Nc2ccccc2NC1=O (stereo unspecified)	-5	-1.1%
CCOC(=O)C1CCC(CN(Cc2ccccc2C)S(=O)(=O)c2ccc([N+](=O)[O-])cc2)CC1 (stereo unspecified)	nt	3.3%
CC(C)CC(=O)Nc1nnn(C)n1	55	-2.6%
COc1ccccc1N/C(N)=N/c1nc(CSc2ccc(C)cc2)cc(=O)[nH]1	5	-5.5%
O=C(Nc1nc2ccccc2s1)c1cc(-c2ccco2)nc2ccccc12	37*	1.2%
CCC(CC)C(=O)N1c2ccc(F)cc2CCC1C (stereo unspecified)	10	1.8%
COc1ccc(OCCCC(=O)NC(C)c2ccccc2)cc1 (stereo unspecified)	10	2.3%
COc1ccc(C2=NOC(C(=O)N3CCN(c4ccccc4OC)CC3)C2)cc1 (stereo unspecified)	-4	2.6%
COc1ccc(-c2cnnc(N/N=C/c3c(C)nn(-c4ccccc4)c3Cl)n2)cc1	-9	5.2%
Cc1nc2nc(C)c(CCC(=O)N3CCN(c4ccccn4)CC3)c(C)n2n1	1	1.3%
O=C(NNC(=S)Nc1ccc(F)c(Cl)c1)C1CC1	nt	-5.6%

Carrying on:
SMILES	Mtb RmlCD inh	M. tuberculosis GlmU
CC(C)(C)c1nnc2sc(SCC(=O)c3cccs3)nn2c1=O	21	-0.9%
Cc1ccc(C(=O)O)cc1N=Nc1c(O)[nH]c(=O)[nH]c1=O	-2	0.6%
COc1cc(OC)cc(C(=O)Nn2cc(C(=O)N3CCN(C)CC3)c3ccccc3c2=O)c1	3	1.1%
Cc1cc(C(=O)NCc2cccs2)n(-c2ccccc2)n1	6	1.2%
CN(C)CCCNCCCNC(=O)/C(=N\O)c1ccccc1	7	-0.5%
CCCc1cc(C(=O)NNC(=S)NCc2ccccc2)cs1	-1	-3.3%
CC(C)(C)C(=O)Cn1c(NCCCl)nc2ccccc21	nt	2.2%
O=C(CN(c1ccc(Br)cc1)S(=O)(=O)c1ccc(Cl)c([N+](=O)[O-])c1)NCCc1ccccc1	nt	-3.8%
Cc1cccc(C)c1C(OCCN(C)C)C1CCCCC1 (stereo unspecified)	-5	-0.7%
Cc1ccc(N2C(=O)CC(C3CCCO3)C2=O)cc1 (stereo unspecified)	nt	-0.1%
COc1ccc(NC2C=CS(=O)(=O)C2)cc1 (stereo unspecified)	-11	1.8%
Cc1ccc(OCC(=O)N2CCN(S(=O)(=O)c3ccccc3[N+](=O)[O-])CC2)cc1	-3	-4.8%
CCn1c(=O)c(-c2nc3ccccc3[nH]2)c(O)c2ccccc21	17	-8.2%
COc1cc(S(=O)(=O)n2cnc(C)c2)ccc1Cl	-5	-5.3%

A portion from further up:
SMILES	Mtb RmlCD inh	M. tuberculosis GlmU
O=C(NNC(=S)Nc1ccc(F)c(Cl)c1)C1CC1	nt	-5.6%
CC(C)(C)c1nnc2sc(SCC(=O)c3cccs3)nn2c1=O	21	-0.9%
Cc1ccc(C(=O)O)cc1N=Nc1c(O)[nH]c(=O)[nH]c1=O	-2	0.6%
COc1cc(OC)cc(C(=O)Nn2cc(C(=O)N3CCN(C)CC3)c3ccccc3c2=O)c1	3	1.1%
Cc1cc(C(=O)NCc2cccs2)n(-c2ccccc2)n1	6	1.2%
CN(C)CCCNCCCNC(=O)/C(=N\O)c1ccccc1	7	-0.5%
CCCc1cc(C(=O)NNC(=S)NCc2ccccc2)cs1	-1	-3.3%
CC(C)(C)C(=O)Cn1c(NCCCl)nc2ccccc21	nt	2.2%
O=C(CN(c1ccc(Br)cc1)S(=O)(=O)c1ccc(Cl)c([N+](=O)[O-])c1)NCCc1ccccc1	nt	-3.8%
Cc1cccc(C)c1C(OCCN(C)C)C1CCCCC1 (stereo unspecified)	-5	-0.7%
Cc1ccc(N2C(=O)CC(C3CCCO3)C2=O)cc1 (stereo unspecified)	nt	-0.1%
COc1ccc(NC2C=CS(=O)(=O)C2)cc1 (stereo unspecified)	-11	1.8%
Cc1ccc(OCC(=O)N2CCN(S(=O)(=O)c3ccccc3[N+](=O)[O-])CC2)cc1	-3	-4.8%
CCn1c(=O)c(-c2nc3ccccc3[nH]2)c(O)c2ccccc21	17	-8.2%
COc1cc(S(=O)(=O)n2cnc(C)c2)ccc1Cl	-5	-5.3%

Not all compounds are listed; rates above refer to the full screens.
